yeast mlh1 rad18 – NCI yeast anticancer drug screen, S. cerevisiae mlh1 rad18 strain | AID 175 | hit rate 11% among 79,000 | % growth inhibition at 50 µM;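 also: 0% = growth of vehicle-only cultures of the same strain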
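Steps: expose repair-defective yeast to compound; measure growth; express inhibition against vehicle-treated controls.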
sgs1 mgt1 – NCI yeast anticancer drug screen, S. cerevisiae sgs1 mgt1 strain | growth inhibition, % at 50 µM | hit rate 10% among 78,000;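 also: 0% = growth of vehicle-only cultures of the same strain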
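Test agents were incubated with a DNA-repair-mutant yeast strain. Growth was then read and compared against vehicle-treated controls.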
bub3 – NCI yeast anticancer drug screen, S. cerevisiae bub3 mutant strain. hit rate 9.9% among 78,000. % growth inhibition at 50 µM;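 also: 0% = growth of vehicle-only cultures of the same strain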
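Inhibition values come from growth of compound-treated mutant yeast normalised to vehicle-treated controls.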
cln2 rad14 – NCI yeast anticancer drug screen, S. cerevisiae cln2 rad14 strain | AID 165 | % growth inhibition at 50 µM | hit rate 8.3% among 78,000;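 also: 0% = growth of vehicle-only cultures of the same strain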
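Relative to vehicle controls, growth inhibition of compound-treated cln2 rad14 yeast was recorded.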
rad50 – NCI yeast anticancer drug screen, S. cerevisiae rad50 strain; hit rate 10% among 79,000; % growth inhibition at 50 µM; AID 155;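 also: 0% = growth of vehicle-only cultures of the same strain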
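Readout: growth inhibition relative to vehicle-treated cultures. Compound exposure was carried out in a genetically defined yeast strain deficient in DNA damage repair.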
mec2-1 – NCI yeast anticancer drug screen, S. cerevisiae mec2-1 strain | % growth inhibition at 50 µM | hit rate 9% among 79,000 | AID 157;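 also: 0% = growth of vehicle-only cultures of the same strain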
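mec2-1 yeast strain, carrying an alteration in DNA damage repair or cell cycle control, was exposed to compounds; growth inhibition was measured relative to vehicle-treated controls.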
Starred values were filed as active, the others as inactive; x = not tested or not shown; & = joins results of further samples. Rule as the data show it: active = growth inhibition above about 70%; inactive = the rest.

Values run as follows: yeast mlh1 rad18	sgs1 mgt1	bub3	cln2 rad14	rad50	mec2-1
O=C1c2ccccc2C(=O)c2cc(CCl)ccc21
→ 31	46	59	28	25	24
CC(C)(C)C(=O)OCn1cc2c(=O)[nH]cnc2n1
→ 9	29	-9	-4	12	8
CCCCCCCCCCCCCC1OC(=O)C(C)=C1C(=O)O (centres undefined)
→ 62	48	27	11	73*	27
CCOC(=O)c1ccc(C(C)C)cc1
→ 62	56	84*	22	40	80*
CC(O)(CO)CCl (centres undefined)
→ -1	-11	-4	-15	-33	-31
CC(Cl)(CCl)C(=O)NCNC(=O)C(C)(Cl)CCl (centres undefined)
→ 28	8	16	-19	51	4
O=C1C(Cl)N(c2c(Cl)cccc2Cl)C1c1c[nH]c2ccccc12 (centres undefined)
→ -42	-34	-21	-22	-35	-44
Oc1ccc(-c2cc(-c3cc(-c4ccc(O)cc4)no3)on2)cc1
→ -7	-11	-32	-12	-2	-4
CC[N+](C)(C)c1ccc(/C=C(/C#N)C(=O)OC)cc1
→ -2	13	-1	11	8	10
O=C(C[n+]1ccccc1Br)c1cccc([N+](=O)[O-])c1
→ 20	22	8	-50	21	-10
FC(F)(F)COP1(OCC(F)(F)F)=NP(OCC(F)(F)F)(OCC(F)(F)F)=NP(OCC(F)(F)F)(OCC(F)(F)F)=N1
→ 7	-5	-3	-5	-1	14
CNC(=O)OCc1c(COC(=O)NC)c(-c2ccc(C(C)(C)C)cc2)n(C)c1C
→ 22	6	16	-3	3	13
COc1cc(C2c3cc4c(c(OC5OC(CO)C(O)C5O)c3CC3COC(=O)C32)OCO4)cc(OC)c1OC (centres undefined)
→ 6	18	-1	20	34	7
CC(C)=C1C(=O)C[C@]2(C)C/C=C(\C)CC/C=C(\C)CC[C@@H]12
→ 39	62	59	46	39	41
C1COC(CNCC2CCCO2)C1 (centres undefined)
→ -1	-6	7	3	-15	-5
CC([C@H]1CCC2C3CCC4CC5(CC[C@]4(C)C3CC[C@@]21C)c1ccccc1C(=O)N5C)N(C)C (some centres undefined)
→ 78*	90*	87*	73*	83*	89*
Cc1cccc(C2=N/C(=C\c3c(O)ccc4ccccc34)C2=O)c1
→ -7	1	11	7	7	7
O=[N+]([O-])c1cc(F)c(F)cc1Sc1cc(F)c(F)cc1[N+](=O)[O-]
→ 99*	98*	98*	97*	98*	99*
CC(=O)c1ccc(C2CCC[C@H]2c2ccc(C(C)=O)cc2)cc1 (some centres undefined)
→ -16	2	9	-40	4	-2
CCCC(=O)Nc1ccc(N=Nc2ccccc2)cc1
→ 58	58	46	-16	8	43
Nc1c(N=Nc2ccc(S(=O)(=O)Nc3cnccn3)cc2)cc(S(=O)(=O)O)c2ccccc12
→ 27	8	10	6	11	-2
OCC12OCC(O1)C(O)C(O)C2O (centres undefined)
→ -17	1	-4	-9	-15	2
C=CCN1C(=O)c2ccccc2S1(=O)=O
→ 4	-6	-3	-28	8	-2
CN(C)CCNC(=O)c1cccc2cc([N+](=O)[O-])ccc12
→ 46	84*	83*	71*	86*	83*
O=C1NC(=O)C2(N1)c1ccccc1-c1ccc(Br)cc12 (centres undefined)
→ -3	0	0	-20	-3	-9
O=C1N(CCO)C2=CCCCC23c2[nH]c4ccccc4c2CCN13 (centres undefined)
→ -11	-7	12	-13	-9	-14
CSc1cccc(NC(=O)/C=C/C(=O)O)c1
→ -1	16	7	-58	-3	5
CC12CCCCC1C1=C(CCCC1)CC2 (centres undefined)
→ -18	-5	7	9	-4	-5
CC1C2(C)OC(=N)C(C#N)(C(c3ccccc3)O2)C1(C#N)C#N (centres undefined)
→ -24	-13	-3	6	9	-5
Cc1noc2c1NC(=O)OC(C)(C)C2
→ 4	-7	0	6	-1	-1

Further entries follow.
Values run as follows: yeast mlh1 rad18	sgs1 mgt1	bub3	cln2 rad14	rad50	mec2-1
CCC(O)C(C)CO (centres undefined)
→ -47	19	8	-73	12	5
CCNS(=O)(=O)c1ccc2ccccc2c1
→ 2	7	-1	7	12	17
N#Cn1c2ccccc2c(=N)c2ccccc21
→ -1	31	5	49	48	9
O=[N+]([O-])c1ccc2[nH]c(=S)n(/C=C(/c3ccc(Cl)cc3Cl)S(=O)(=O)Cc3ccc(Cl)cc3Cl)c2c1
→ -13	16	-3	24	-5	-14
FC(F)(F)c1ccccc1NC(=S)SCc1ccco1
→ 88*	88*	81*	52	94*	76*
CC(C)CCOC(=O)c1ccc(C(C)C)cc1
→ 5	0	47	-18	8	10
CCOC(=O)NC
→ 10	-20	-1	4	14	2
CCC(C)C1NC(=O)C(NC(=O)c2c3[nH]c4c(C(=O)NC5C(=O)NC(C(C)CC)C(=O)N6CCCC6C(=O)N(C)CC(=O)N(C)C(C(C)C)C(=O)OC5C)ccc(C)c4oc-3c(C)c(=O)c2=O)C(C)OC(=O)C(C(C)C)N(C)C(=O)CN(C)C(=O)C2CCCN2C1=O (centres undefined)
→ 19	-2	21	1	13	-2
O=C(Cl)c1cc(I)c(I)c(I)c1
→ 40	54	53	37	41	47
CC(C)=CC1C(C(=O)Oc2ccccc2C(C)C)C1(C)C (centres undefined)
→ 5	3	-27	-23	-4	-11
O=C(N/N=C\c1cccnc1)Nc1ccc(N=Nc2ccccc2)cc1
→ 23	-2	12	-9	12	12
C=CCOc1cc(=O)[nH]c2ccccc12
→ 3	-1	0	-51	-14	-4
O=C(Oc1ccc([N+](=O)[O-])cc1)C1CCCN1C(=O)OCc1ccccc1 (centres undefined)
→ 0	8	7	8	-7	-14
COc1ccc2c3c(c4cc(OC)c(OC)cc4c2c1)CN1CCC[C@H]1[C@@H]3O
→ 89*	91*	90*	88*	89*	91*
O=C(NC(Cc1ccccc1)C(=O)N1CCOCC1)c1ccccc1 (centres undefined)
→ 0	-1	2	3	6	13
CC(=[N-])CC(C)=O.O=C(CC(=Nc1ccccc1)c1ccccc1)c1ccccc1.[Cu+]
→ 16	2	-3	29	-21	-8
C/C(=N\n1c(-c2ccccc2)nc2ccccc2c1=O)c1ccc(C)cc1
→ -2	-3	5	2	5	8
CSSc1ccccc1
→ 12	-16	-24	19	-13	-80
CCOSc1ccccc1
→ 57	16	21	16	34	33
COc1ccc(C(=O)NC2C(OC(C)=O)OC(COC(C)=O)C(OC(C)=O)C2OC(C)=O)cc1 (centres undefined)
→ 27&4	23&8	3&-2	30&2	32&24	9&2
CC(=O)Nc1ccc(/S(=N\S(=O)(=O)c2ccc(C)cc2)c2ccc(NC(C)=O)cn2)cc1 (centres undefined)
→ -15	1	-2	73*	37	5
CCOC(=O)C(=O)N(CC)CC
→ -19	-10	-9	9	8	12
O=c1cccccc1[O-].O=c1cccccc1[O-].O=c1cccccc1[O-].[Sm+3]
→ 90*	90*	93*	90*	92*	93*
Cc1occc1C(=S)Nc1ccc(Cl)c(/C=N/OC(C)(C)C)c1
→ -8	40	42	62	35	31
O=S(=O)(O)CCS(=O)(=O)O
→ -46	-4	1	-51	-16	-19
CC(=O)Nc1ccc2nc(N)sc2c1
→ 7	-16	4	-4	13	6
O=C1/C(=C/c2ccc(Cl)cc2)CCC/C1=C\c1ccc(Cl)cc1
→ 16	6	13	-68	-13	-9
CCOC(=O)Nc1ccn(C2OC(COC(C)=O)C(OC(C)=O)C2OC(C)=O)c(=O)n1 (centres undefined)
→ 8	15	-2	-46	20	-11
CCCNc1nc2c(s1)c1c(O)c3c(O)c(C)c4c(c32)C(=O)C(C)(O/C=C\C(OC)C(C)C(OC(C)=O)C(C)C(O)C(C)C(O)C(C)/C=C/C=C(/C)C(=O)N1)O4 (centres undefined)
→ 17	3	14	10	9	10
CCC(c1ccc(N(C)C)cc1)C1NC(=S)NC1=O (centres undefined)
→ -10	-18	12	1	-4	-28

A different layout for part of the listing above:
O=C1C(Cl)N(c2c(Cl)cccc2Cl)C1c1c[nH]c2ccccc12 (centres undefined)
  yeast mlh1 rad18: -42
  sgs1 mgt1: -34
  bub3: -21
  cln2 rad14: -22
  rad50: -35
  mec2-1: -44
CN(C)CCNC(=O)c1cccc2cc([N+](=O)[O-])ccc12
  yeast mlh1 rad18: 46
  sgs1 mgt1: 84*
  bub3: 83*
  cln2 rad14: 71*
  rad50: 86*
  mec2-1: 83*
O=C(Oc1ccc([N+](=O)[O-])cc1)C1CCCN1C(=O)OCc1ccccc1 (centres undefined)
  yeast mlh1 rad18: 0
  sgs1 mgt1: 8
  bub3: 7
  cln2 rad14: 8
  rad50: -7
  mec2-1: -14
O=C1NC(=O)C2(N1)c1ccccc1-c1ccc(Br)cc12 (centres undefined)
  yeast mlh1 rad18: -3
  sgs1 mgt1: 0
  bub3: 0
  cln2 rad14: -20
  rad50: -3
  mec2-1: -9

Next section
Values run as follows: yeast mlh1 rad18	sgs1 mgt1	bub3	cln2 rad14	rad50	mec2-1
CC1Cc2c([nH]c3ccccc3c2=O)O1 (centres undefined)
→ 9	-7	-4	-31	14	-11
NC(=S)N1N=C2c3ccccc3CC[C@H]2[C@@H]1c1cccs1
→ 51	81*	60	43	60	34
CCCCNC(=O)OCCN(C)CCOC(=O)NCCCC
→ 4	-17	6	3	-16	-22
CCN(CC)CCC(=O)c1ccc(OC)cc1
→ 8	2	8	23	8	16
CSc1nc(N)c(N)c(N)n1
→ 14	-3	12	-22	0	3
O=NN(CC(=O)N/N=C\c1ccc(Cl)cc1)CC(=O)N/N=C/c1ccc(Cl)cc1
→ 15	16	2	21	21	8
O=C1Nc2ccccc2CCc2ccccc21
→ -7	x	x	x	-18	-34
COc1c(C(=O)O)ccc(C(=O)NCCCCCN(O)C(=O)CCC(=O)NCCCCCN(O)C(=O)CCC(=O)NCCCCCN(O)C(C)=O)c1OC
→ -28	-5	-1	-25	-7	4
C/C(=N\NC1=NCCN1)c1cnn(C2=NCCN2)c1C
→ 5	-4	-19	16	5	4
CC(C)N1CSC(=S)N(Cc2ccccc2)C1
→ 60	46	88*	20	78*	81*
COc1cccc(NC(=S)NC(=O)c2ccccc2)c1
→ 46	96*	96*	37	82*	61
Cc1nn(C(=O)CC(=O)Nc2ccc(Cl)cc2)c(C)c1N=Nc1ccccc1F
→ -43	-61	-28	-12	-40	-26
COC(=O)CCCCCNC(=O)NCCCCCC(=O)OC
→ 19	-1	-11	6	5	-21
CC1=C(O[Si](C(C)C)(C(C)C)C(C)C)C2CC1(OS(=O)(=O)C(F)(F)F)[C@H]1C(=O)N(c3ccccc3)C(=O)[C@@H]21 (some centres undefined)
→ -21	0	5	17	-5	-11
CSc1ncnc2[nH]c(=S)[nH]c12
→ -10	19	9	1	11	1
CCOC(=O)NCC(=O)NCC(=O)NCC(N)=O
→ 8	-13	-25	-10	-14	-19
S=C(NCc1cccnc1)Nc1ccc(Cl)c(Cl)c1
→ 14	28	28	6	27	13
NC(=S)N1CC=CCC1
→ -7	-3	4	8	-9	1
O=[N+]([O-])c1ccc(OP2(Oc3ccc([N+](=O)[O-])cc3)=NP(Oc3ccc([N+](=O)[O-])cc3)(Oc3ccc([N+](=O)[O-])cc3)=NP(Oc3ccc([N+](=O)[O-])cc3)(Oc3ccc([N+](=O)[O-])cc3)=NP(Oc3ccc([N+](=O)[O-])cc3)(Oc3ccc([N+](=O)[O-])cc3)=N2)cc1
→ -17	-6	-2	-4	-4	-8
O=S(=O)(c1ccc2c(c1)CCCN2)N1CCC[C@H]2CCCC[C@@H]21
→ 95*	97*	98*	96*	95*	97*
CN(C)c1ccc(/C=N\NC(=S)Nc2ccc3cn[nH]c3c2)cc1
→ -10	-1	23	8	21	-11
